Compound activity (PubChem)
GRIN3A LBD mod: modulates the human NR3A ligand-binding domain | NR3A LBD differential scanning fluorimetry, Tm shift; 0% = protein alone, 100% = glycine-bound protein | Tm shift relative to glycine control, % at 25 µM | 340,000 tested, 2.5% active;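 active = melting temperature shift of at least 10% of the positive control shift, at one fixed dose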
CXCR6 block: blocks human CXCR6 beta-arrestin recruitment | O00574 | CHO-K1 PathHunter CXCR6 beta-arrestin, luminescence | inhibition, % at 20 µM | 360,000 tested, 0.36% active | AID 602244; in the data active = inhibition above about 34%, passing the limit was not always enough;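 note: antagonist mode with CXCL16 agonist at 10 nM final; 0% = 10 nM CXCL16 with DMSO and 100% = unstimulated wells without agonist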
Target sequence (O00574 whole entry, looked up): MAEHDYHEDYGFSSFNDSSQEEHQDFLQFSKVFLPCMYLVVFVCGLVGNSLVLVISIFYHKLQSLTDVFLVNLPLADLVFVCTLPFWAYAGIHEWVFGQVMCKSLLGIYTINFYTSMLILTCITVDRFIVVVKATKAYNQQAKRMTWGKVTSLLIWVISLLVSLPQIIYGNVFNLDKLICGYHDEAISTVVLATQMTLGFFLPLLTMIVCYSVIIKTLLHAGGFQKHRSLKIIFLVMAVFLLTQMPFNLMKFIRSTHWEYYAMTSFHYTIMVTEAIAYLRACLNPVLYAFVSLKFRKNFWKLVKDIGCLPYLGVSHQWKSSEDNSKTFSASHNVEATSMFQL
MPTP block: inhibitors of mitochondrial permeability transition pore. AID 602449. inhibition, % at 10 µM. 360,000 tested, 1.4% active. isolated mouse mitochondria, Ca2+ swelling absorbance, 30 min;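 active = inhibition of 50% or more, scaled per plate between neutral and stimulator controls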;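 note: 0% = DMSO wells given calcium and 100% = 1 mM EGTA wells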
Gli-Sufu block: antagonists of Gli-Sufu signaling. Sufu-KO-LIGHT fibroblasts, Gli luciferase reporter luminescence. inhibition, % at 5 µM. 340,000 tested, 0.74% active;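 active = inhibition above about 55%, limit read from the data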;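 note: 0% = DMSO-treated cells and 100% = wells with medium but no cells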
A3A deaminase: inhibitors of human APOBEC3A DNA deaminase | P31941 | recombinant A3A, FAM/TAMRA ssDNA deamination fluorescence | inhibition, % at 20 µM | 330,000 tested, 0.41% active | AID 493011;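 active = at least 40% inhibition at 20 µM here, with at most 30% in a related deaminase screen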;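 note: plate controls were A3A with DMSO for no effect and wells lacking A3A enzyme for full effect; some results filed as inactive read as strong as hits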
Target sequence (P31941 whole entry, looked up): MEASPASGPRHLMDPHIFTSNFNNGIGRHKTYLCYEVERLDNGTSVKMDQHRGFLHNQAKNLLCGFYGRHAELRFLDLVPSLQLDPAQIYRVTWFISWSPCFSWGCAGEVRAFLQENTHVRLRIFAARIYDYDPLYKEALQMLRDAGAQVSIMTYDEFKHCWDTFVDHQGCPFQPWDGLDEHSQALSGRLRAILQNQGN
EBI2 antag: EBI2 (human) antagonism | EBI2 beta-arrestin recruitment, luminescence, 7a,25-OHC stimulated | inhibition, % at 5 µM | 360,000 tested, 0.81% active | AID 651636; in the data active = inhibition above about 38%;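 note: enzyme fragment complementation signal reports receptor beta-arrestin coupling in cells; 0% = agonist plus DMSO wells and 100% = wells without agonist; some results beyond the cut were filed as inactive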
CCR6 antag: CCR6 (human) receptor antagonism; 340,000 tested, 0.49% active; CHO-K1 CCR6 PathHunter beta-arrestin, luminescence, CCL20-stimulated; inhibition, % at 20 µM; P51684;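 active = compounds whose inhibition of the agonist-driven luminescence signal at 20 µM reaches about 50%, limit read from the data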;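 note: cells stimulated with CCL20 at 14 nM final; plate controls were DMSO with CCL20 for no effect and DMSO without agonist for full effect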
Target sequence (P51684 whole entry, looked up): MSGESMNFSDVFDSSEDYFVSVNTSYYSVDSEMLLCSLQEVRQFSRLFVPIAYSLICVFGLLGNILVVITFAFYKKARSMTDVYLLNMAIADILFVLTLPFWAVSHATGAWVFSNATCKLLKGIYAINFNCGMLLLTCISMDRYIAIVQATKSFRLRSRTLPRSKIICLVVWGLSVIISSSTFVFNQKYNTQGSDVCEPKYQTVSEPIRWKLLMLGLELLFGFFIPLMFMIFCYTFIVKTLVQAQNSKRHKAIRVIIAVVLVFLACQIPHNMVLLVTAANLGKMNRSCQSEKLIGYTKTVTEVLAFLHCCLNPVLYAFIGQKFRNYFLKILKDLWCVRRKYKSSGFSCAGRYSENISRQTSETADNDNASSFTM
APOBEC3G inh: inhibitors of human APOBEC3G DNA deaminase | Q9HC16 | recombinant A3G, ssDNA deamination FAM/TAMRA fluorescence | inhibition, % at 20 µM | 330,000 tested, 0.28% active;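 active = inhibition of at least 40% at 20 µM, with no more than 30% in the related APOBEC3A deaminase screen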;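 note: plate controls were DMSO wells with A3G for no effect and wells lacking A3G enzyme for full effect; some compounds called inactive have numbers as strong as hits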
* hit, by the source's call; nt = no result given. A portion of the library, so the mix of outcomes need not match the whole.

(1) COc1ccc(C(C)=O)cc1CC(C(=O)c1ccc(C)cc1)N(C)C (centres undefined)
(2) COc1ccc(C2C(C#N)=C(N)Oc3c2c(=O)oc2ccccc32)cc1Cn1cc([N+](=O)[O-])cn1 (centres undefined)
(3) Nc1c(C(=O)OC2CCCCC2)c2nc3ccccc3nc2n1CC1CCCO1 (centres undefined)
(4) O/N=C/c1c[nH]c2ccccc12
(5) CCOC(=O)c1cn2nc(OP(=S)(OCC)OCC)cc2nc1C

assay / compound	1	2	3	4	5
GRIN3A LBD mod	1	-1	-9	1	2
CXCR6 block	8	0	2	-2	-2
MPTP block	-0.2	-3.7	2.4	-1.9	0.1
Gli-Sufu block	2	11	10	4	-1
A3A deaminase	-3	12	-5	-1	-3
EBI2 antag	-15	-1	23	-6	1
CCR6 antag	10	6	8	-9	5
APOBEC3G inh	-3	6	-8	-8	-6

(6) CCOc1cc(C=C2C(=O)NC(=S)NC2=O)ccc1O
(7) CCOc1ccc(/C=C2/C(=O)NC(=O)N(CCc3ccc(F)cc3)C2=O)cc1
(8) CCC(=O)c1ccc(OCC(=O)N2CCN(CC(=O)Nc3ccccc3C(F)(F)F)CC2)cc1
(9) O=c1c2ccccc2nc(-c2ccccc2)n1-c1ccccc1O
(10) Cc1c(NP(=S)(C(C)(C)C)C(C)(C)C)c(=O)n(-c2ccccc2)n1C

assay / compound	6	7	8	9	10
GRIN3A LBD mod	1	-1	-1	0	0
CXCR6 block	-1	3	-7	4	2
MPTP block	0.5	5.5	-0.8	-0.2	0.0
Gli-Sufu block	0	-3	7	-4	3
A3A deaminase	nt	1	3	-4	-1
EBI2 antag	-4	0	10	-1	-12
CCR6 antag	9	0	1	8	1
APOBEC3G inh	nt	-4	-7	-2	0

(11) O=c1c2ccccc2nc(-c2cccs2)n1-c1ccccc1
(12) Cc1cccc(C)c1OP(N)(=O)OCC(F)(F)F (centres undefined)
(13) CN1CCN(Cc2ccc3ccccc3c2)CC1
(14) COc1ccc2c(C)c(CC(=O)N3C[C@H]4C[C@@H](C3)c3cccc(=O)n3C4)c(=O)oc2c1
(15) CCC1(CCC(C)C)C(=O)NC(=S)NC1=O

assay / compound	11	12	13	14	15
GRIN3A LBD mod	-1	-6	-1	1	0
CXCR6 block	7	-3	5	-2	8
MPTP block	-5.2	0.8	-0.4	-2.1	2.1
Gli-Sufu block	11	-4	2	6	4
A3A deaminase	-10	-1	-4	0	nt
EBI2 antag	-2	3	0	-4	-10
CCR6 antag	8	0	-7	-5	6
APOBEC3G inh	0	-7	16	-5	nt

(16) CCOc1cccc(CNC2CN3CCC2CC3)c1 (centres undefined)
(17) COc1ccc(C2N(c3cc(C)on3)C(=O)C3CCCN32)cc1 (centres undefined)
(18) Nc1ccc(CCN2CCCC2)cc1
(19) CSc1ccc(CNC2CN3CCC2CC3)cc1 (centres undefined)
(20) CCCCc1ccc(NC2=NCCCS2)cc1

assay / compound	16	17	18	19	20
GRIN3A LBD mod	-16	-3	0	-1	-3
CXCR6 block	0	-7	13	-1	3
MPTP block	-2.1	1.2	-0.6	0.1	1.5
Gli-Sufu block	3	-9	5	9	16
A3A deaminase	-6	-3	-1	4	-1
EBI2 antag	-3	-6	-12	0	0
CCR6 antag	-7	1	11	6	14
APOBEC3G inh	-8	-5	-7	14	-9

(21) CC/C(=N\N1CCN(C)CC1)c1c(O)[nH]c(=O)[nH]c1=O
(22) COC(=O)C1=C(c2ccc3ccccc3c2)C[C@@H]2CC[C@H]1N2C(=O)NCCO
(23) NCC(O)c1cc(O)c(O)cc1F (centres undefined)
(24) COC(=O)C1=C(c2cccc(OCc3ccccc3)c2)C[C@@H]2CC[C@H]1N2C(=O)NCc1ccc(Cl)cc1
(25) Cc1ccccc1-n1c(C)nc2sccc2c1=O

assay / compound	21	22	23	24	25
GRIN3A LBD mod	5	-2	-2	-5	2
CXCR6 block	-9	-1	3	10	-6
MPTP block	-0.2	0.4	-0.1	-0.3	-0.3
Gli-Sufu block	1	-4	4	4	-1
A3A deaminase	2	3	-2	1	-3
EBI2 antag	-6	-7	-4	23	-2
CCR6 antag	1	-4	1	10	-1
APOBEC3G inh	3	-5	6	-5	-1

Reformatted: entries from further up.
nr	mol	GRIN3A LBD mod	CXCR6 block	MPTP block	Gli-Sufu block	A3A deaminase	EBI2 antag	CCR6 antag	APOBEC3G inh
6	CCOc1cc(C=C2C(=O)NC(=S)NC2=O)ccc1O	1	-1	0.5	0	nt	-4	9	nt
7	CCOc1ccc(/C=C2/C(=O)NC(=O)N(CCc3ccc(F)cc3)C2=O)cc1	-1	3	5.5	-3	1	0	0	-4
8	CCC(=O)c1ccc(OCC(=O)N2CCN(CC(=O)Nc3ccccc3C(F)(F)F)CC2)cc1	-1	-7	-0.8	7	3	10	1	-7
9	O=c1c2ccccc2nc(-c2ccccc2)n1-c1ccccc1O	0	4	-0.2	-4	-4	-1	8	-2
10	Cc1c(NP(=S)(C(C)(C)C)C(C)(C)C)c(=O)n(-c2ccccc2)n1C	0	2	0.0	3	-1	-12	1	0
11	O=c1c2ccccc2nc(-c2cccs2)n1-c1ccccc1	-1	7	-5.2	11	-10	-2	8	0
12	Cc1cccc(C)c1OP(N)(=O)OCC(F)(F)F (centres undefined)	-6	-3	0.8	-4	-1	3	0	-7
13	CN1CCN(Cc2ccc3ccccc3c2)CC1	-1	5	-0.4	2	-4	0	-7	16
14	COc1ccc2c(C)c(CC(=O)N3C[C@H]4C[C@@H](C3)c3cccc(=O)n3C4)c(=O)oc2c1	1	-2	-2.1	6	0	-4	-5	-5
15	CCC1(CCC(C)C)C(=O)NC(=S)NC1=O	0	8	2.1	4	nt	-10	6	nt
16	CCOc1cccc(CNC2CN3CCC2CC3)c1 (centres undefined)	-16	0	-2.1	3	-6	-3	-7	-8
17	COc1ccc(C2N(c3cc(C)on3)C(=O)C3CCCN32)cc1 (centres undefined)	-3	-7	1.2	-9	-3	-6	1	-5
18	Nc1ccc(CCN2CCCC2)cc1	0	13	-0.6	5	-1	-12	11	-7
19	CSc1ccc(CNC2CN3CCC2CC3)cc1 (centres undefined)	-1	-1	0.1	9	4	0	6	14
20	CCCCc1ccc(NC2=NCCCS2)cc1	-3	3	1.5	16	-1	0	14	-9
21	CC/C(=N\N1CCN(C)CC1)c1c(O)[nH]c(=O)[nH]c1=O	5	-9	-0.2	1	2	-6	1	3
22	COC(=O)C1=C(c2ccc3ccccc3c2)C[C@@H]2CC[C@H]1N2C(=O)NCCO	-2	-1	0.4	-4	3	-7	-4	-5

Additional compounds follow:
(26) CCC1(C)CC(CCNCc2ccc(N(C)C)cc2)(c2ccc(F)cc2)CCO1 (centres undefined)
(27) CCOC(=O)C1CCCCC12C(C#N)=C(N)Oc1n[nH]c(C)c12 (centres undefined)
(28) CCCCCn1c(=O)c(C(=O)Nc2nc(CC(=O)OCC)cs2)c(O)c2ccccc21
(29) C[C@]12CCC3C(CC[C@H]4[C@@H](O)[C@H](O)CC[C@]34C)C1CCC2=O (some centres undefined)
(30) CN1CN(c2ccccc2)C2(CCN(CCCSc3ccccc3NC(=O)/C=C/c3ccccc3)CC2)C1=O

assay / compound	26	27	28	29	30
GRIN3A LBD mod	-2	3	0	0	-3
CXCR6 block	-9	1	5	-2	3
MPTP block	4.6	0.7	22	1.6	0.0
Gli-Sufu block	5	10	20	2	-4
A3A deaminase	-5	2	-3	nt	nt
EBI2 antag	-5	-24	-7	3	2
CCR6 antag	13	-3	7	7	39
APOBEC3G inh	-5	0	-12	nt	nt

(31) CNC(=O)Oc1ccccc1C1CCCCC1
(32) CC(C)c1ccc(-n2c(O)c(C=NCCN3CCNCC3)c(=O)[nH]c2=S)cc1
(33) C=CCN1C[C@@H](C)N(C(c2ccc(C(=O)N(CC)CC)cc2)c2cccc(OC)c2)C[C@@H]1C (some centres undefined)
(34) O=P1(Nc2cccnc2)COc2ccccc2OC1
(35) Cc1ccc2cc(CNCCc3ccccc3C)c(=O)[nH]c2c1

assay / compound	31	32	33	34	35
GRIN3A LBD mod	1	2	2	0	1
CXCR6 block	-3	5	6	-4	16
MPTP block	0.5	-1.0	0.8	0.0	-0.4
Gli-Sufu block	-2	31	1	-5	22
A3A deaminase	nt	1	3	-2	-4
EBI2 antag	-4	7	-3	-1	2
CCR6 antag	6	4	10	6	4
APOBEC3G inh	nt	-3	3	-2	-5

(36) CC(=O)N1N=C2C3CCN(CC3)C2C1c1ccc(F)cc1 (centres undefined)
(37) CCCCn1c(O)c(C(CC)=Nc2ccc(C(=O)O)cc2)c(=O)[nH]c1=O
(38) COc1cccc(CN2CC=C(c3ccc(F)cc3)CC2)c1
(39) COc1cccc(C(=O)N2C[C@H]3C[C@@H](C2)c2cccc(=O)n2C3)c1
(40) CCCNC(=O)N1[C@H]2CC[C@@H]1C(C(=O)OC)=C(c1ccc(F)cc1OCc1ccccc1)C2

assay / compound	36	37	38	39	40
GRIN3A LBD mod	-1	-1	0	-2	-1
CXCR6 block	10	-6	-10	-4	15
MPTP block	1.4	0.1	1.1	0.3	1.9
Gli-Sufu block	12	1	19	3	4
A3A deaminase	-1	2	-2	8	-4
EBI2 antag	-11	0	-2	-6	4
CCR6 antag	9	-12	-1	4	11
APOBEC3G inh	-5	0	9	-2	-3

(41) CN1c2ccc([N+](=O)[O-])cc2CC2(C(=O)NC(=O)N(c3ccccc3)C2=O)C1c1ccccc1 (centres undefined)
(42) NC(=O)CN1CCCC1=O
(43) CCOC(=O)C1CCN(/C=C2\C(=O)NC(=S)N(CC)C2=O)CC1
(44) CCOP(=O)(OCC)C1(O)C(=O)Nc2ccccc21 (centres undefined)
(45) CCOC(=O)c1[nH]c2ccc(OC)cc2c1C(SCC(=O)O)c1ccc(C(F)(F)F)cc1 (centres undefined)

assay / compound	41	42	43	44	45
GRIN3A LBD mod	-9	3	0	-2	-3
CXCR6 block	14	-3	9	2	-4
MPTP block	0.1	-0.5	0.2	-1.6	1.1
Gli-Sufu block	28	-37	4	-10	11
A3A deaminase	1	-3	0	3	2
EBI2 antag	19	-12	-11	-14	-4
CCR6 antag	22	-15	-3	2	3
APOBEC3G inh	-1	-9	-4	-4	2

(46) O=c1[nH]c(=O)n(CCC2=CCCCC2)c(O)c1/C=N/Nc1ccccc1
(47) CCC(C#N)(CC)P(=S)(c1ccccc1)c1ccccc1
(48) CCOC(=O)[C@@]1(C#N)[C@@H]2C=CC(C(N)=O)=CN2[C@@H](C(N)=O)[C@@H]1c1cccc(Cl)c1
(49) O=C(c1cc(F)ccc1F)C1CCCN(Cc2ccc3nonc3c2)C1 (centres undefined)
(50) CN1CCCN(C(=O)COc2ccccc2Br)CC1
(51) COc1ccccc1NC1=NCCS1
(52) COc1ccc(C(=O)Nc2cccc(S(=O)(=O)NCc3ccco3)c2)cc1

assay / compound	46	47	48	49	50	51	52
GRIN3A LBD mod	1	0	-5	2	2	-1	-7
CXCR6 block	-3	19	-7	4	0	1	6
MPTP block	3.4	-1.3	-0.2	3.5	1.5	-1.8	-0.3
Gli-Sufu block	8	4	4	8	10	2	7
A3A deaminase	1	1	0	3	-4	0	-3
EBI2 antag	8	5	-3	8	2	1	-11
CCR6 antag	-18	31	-5	12	3	-7	22
APOBEC3G inh	22	4	-3	-8	-4	-7	-5
